Shiga toxin inh – blocks Shiga toxin action in Vero cells. Vero cells, Shiga toxin protein synthesis inhibition reporter. inhibition, % at 38.7 µM. 290,000 compounds, 9.2% hits; in the data active means inhibition mostly above about 28%, no sharp cut-off; inactive means mostly below about 43%; further: 0% is about no effect
LmPK inh – LmPK (Leishmania mexicana) enzyme inhibition; Q27686; purified LmPK, Kinase-Glo ATP luminescence, 1 h; Potency, µM (series often up to 57.5 µM), for the others: at the highest dose activity change, negative = inhibition, most hits filed as inhibitors; 290,000 compounds, 0.37% hits; further: potency means the concentration at half of the fitted maximal effect; on the % scale 0 is the no-effect control and ±100 the full control effect
Target sequence (Q27686 whole entry, looked up): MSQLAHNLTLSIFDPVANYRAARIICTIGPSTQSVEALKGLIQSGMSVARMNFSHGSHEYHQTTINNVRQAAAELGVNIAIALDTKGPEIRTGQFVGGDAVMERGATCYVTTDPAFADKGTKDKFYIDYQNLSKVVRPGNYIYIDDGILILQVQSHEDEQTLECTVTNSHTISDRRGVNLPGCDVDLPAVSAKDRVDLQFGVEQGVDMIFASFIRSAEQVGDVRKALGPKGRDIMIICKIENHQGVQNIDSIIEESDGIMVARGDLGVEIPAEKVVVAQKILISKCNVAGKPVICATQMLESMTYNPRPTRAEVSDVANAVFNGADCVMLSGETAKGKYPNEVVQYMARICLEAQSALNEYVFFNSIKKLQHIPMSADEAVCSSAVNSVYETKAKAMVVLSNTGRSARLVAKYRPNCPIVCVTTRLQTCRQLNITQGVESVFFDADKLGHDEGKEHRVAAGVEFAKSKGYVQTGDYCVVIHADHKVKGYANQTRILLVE
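In 50 mM imidazole pH 7.2 with 7 mM MgCl2, LmPK (0.1 nM) turned over PEP (0.5 mM) and ADP (0.1 mM) for 1 h at room temperature. Luciferase read-out of ATP.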
Pf growth 96h – P. falciparum growth inhibition at 96 hour, primary screen for plastid delayed-death inhibitors | P. falciparum luciferase reporter growth, 96 h | Potency, µM (highest dose often 28.7 µM), for the others: at the highest dose activity change, negative = inhibition, usual class: inhibitors | 320,000 compounds, 6.9% hits | AID 504834; further: potency means the concentration at half of the fitted maximal effect; on the % scale 0 is the no-effect control and ±100 the full control effect
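Luminescence readout: decreased luciferase signal marks inhibited growth of reporter-expressing P. falciparum in infected red cells (2% hematocrit, 0.05% parasitemia final), exposed to compound two generations (96 h, 37 C, 5% CO2).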
AmpC inh no detg – blocks E. coli AmpC beta-lactamase in detergent-free assay. P00811. AmpC nitrocefin hydrolysis, absorbance 480 nm, 0.0001% Triton. Potency, µM (series often up to 57.1 µM), without a hit: at the top dose activity change, negative = inhibition, most hits filed as inhibitors. 330,000 compounds, 0.52% hits. AID 485341;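 further: potency means the concentration at half of the fitted maximal effect; plate controls were no compound for no effect and no enzyme for full effect; nearly all actives have a fitted effect of over 20% in size; some results filed as inactive show a strong effect at the top dose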
Target sequence (P00811 whole entry, looked up): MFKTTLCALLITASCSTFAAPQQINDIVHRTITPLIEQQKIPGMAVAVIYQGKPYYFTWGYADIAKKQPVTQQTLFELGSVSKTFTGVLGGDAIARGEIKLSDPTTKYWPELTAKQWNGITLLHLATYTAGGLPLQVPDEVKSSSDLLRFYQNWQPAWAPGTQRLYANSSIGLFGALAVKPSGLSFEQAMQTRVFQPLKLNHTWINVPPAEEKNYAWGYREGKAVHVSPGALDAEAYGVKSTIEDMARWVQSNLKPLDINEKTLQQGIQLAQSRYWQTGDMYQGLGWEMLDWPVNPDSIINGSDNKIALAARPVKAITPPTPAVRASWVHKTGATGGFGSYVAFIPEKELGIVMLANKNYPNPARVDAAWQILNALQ
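20 mM phosphate pH 7.0 + 0.01% (detergent screen) or 0.0001% Triton X-100; 5.3 nM AmpC reagent; cpd preinc 15 min RT; nitrocefin (800 uM stock) to start; A480 q20 s × 4 min; Activity was normalised to no-enzyme and no-compound control wells.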
CHX counter – affects cycloheximide protein synthesis inhibition readout, counter-screen; cell reporter, cycloheximide protein synthesis inhibition counterscreen; max response, %; 300,000 compounds, 12% hits; AID 2314; in the data active means max response mostly above about 13%, no sharp cut-off; inactive means mostly below about 14%; further: read at 38.3 µM for the half of the compounds with a filed dose; 0% is about no effect
Tb PYK inh – T. brucei pyruvate kinase inhibition. TbPYK enzyme, Kinase-Glo Plus ATP luminescence, 45 min. 410,000 compounds, 0.12% hits. Potency, µM (doses to about 76.8 µM), for inactives: top-dose activity, negative = inhibition, hits mostly inhibitors. Q57TT1; further: potency means the concentration at half of the fitted maximal effect; on the % scale 0 is the no-effect control and ±100 the full control effect; nearly all actives have a fitted effect of over 50% in size
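Enzyme and substrate buffer are dispensed first and compound is pin-transferred. ADP at 130 uM final then starts the reaction, which runs 45 min at room temperature. Detection reagent is added for 10 min before luminescence is imaged.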
Pf growth 48h – inhibits P. falciparum growth in the first generation, 48 h; P. falciparum luciferase growth in erythrocytes, 48 h; Potency, µM (doses to about 28.7 µM), without a hit: at the highest dose activity change, negative = inhibition, actives largely listed as inhibitors; 310,000 compounds, 5.9% hits; AID 504832; further: potency means the concentration at half of the fitted maximal effect; on the % scale 0 is the no-effect control and ±100 the full control effect
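Parasite viability was followed by luminescence of a genomically integrated firefly luciferase. Cultures held 0.1% parasitemia at 2% hematocrit (final), incubated under 5% CO2 at 37 C.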
An asterisk follows results filed as active; ? = inconclusive; . = not tested or not shown; [ ] = remark or other dose. Unless noted, the call rests on the fitted dose curve; in most records, active means well fitted curve in the direction sought with a large enough effect; inconclusive means small, poorly fitted or top-dose-only effect, or another doubt; inactive means no such curve, though single readings can be large; an effect the other way counts as inactive or inconclusive.

SMILES | Shiga toxin inh | LmPK inh | Pf growth 96h | AmpC inh no detg | CHX counter | Tb PYK inh | Pf growth 48h
CCC(=O)Nc1ccc(F)c(Cl)c1 | 23.6 | -1.0% | 5.0% | -1.9% | 3.2 | -5.7% | -3.1%
COc1ccc(C(=O)CSc2nnc(-c3ccco3)c(-c3ccco3)n2)cc1 | 19.8 | -0.8% | 1.47µM* | -54.9% | 10.1 | ? | -3.0%
CCOc1ccc(NC(=O)CSc2nc3nc(C)cc(C)n3n2)cc1 | 2.2 | -7.4% | ? | -6.8% | -1.2 | -0.7% | 24.3%
O=C(NCc1ccco1)c1n[nH]c(=O)c2ccccc12 | 17.3 | 2.4% | 22.3% | -16.3% | 5.8 | -18.0% | .
Cc1cc(NC(=O)CN2CCN(C)CC2)no1 | -9.7 | 0.2% | ? | -8.1%[11.4 µM] | -5.7 | -2.2% | 11.3%
O=C(c1ccc2c3c(cccc13)CC2)C1CCCN(Cc2ncc[nH]2)C1 (stereo not given) | -2.2 | 0.5% | 17.3% | 14.8% | -1.8 | 0.5% | ?
O=C(NCCc1ccccc1)c1nc2c(nnn2Cc2ccccc2Cl)c(=O)[nH]1 | -2.9 | 5.4% | 1.3% | -15.0% | -3.4 | -3.6% | -20.2%
COC1(OC)C(/C=C/c2ccc(Cl)cc2)C(C#N)(C#N)C1(OC)OC (stereo not given) | 40.6* | -2.1% | ? | 1.7% | 19.3* | -13.4% | ?
CC(C)c1cc(NCC2CCCO2)n2c(nc3ccccc32)c1C#N (stereo not given) | -8.6 | -1.3% | . | 3.0% | 0.7 | 5.0% | 6.57µM*
COc1ccc(SCCN2CC[C@@H](C(C)(C)C)CCC2=O)cc1 | . | . | ? | 37.9% | . | -1.2% | 0.0%
O=C(CN1CCN(C(=O)c2cccs2)CC1)NC1CCCCC1 | 20.3 | 4.4% | ? | -1.7% | 7.8 | -11.1% | -10.2%
CCOC(=O)C1C(C(=O)OC)=C(c2ccc(OC)cc2)c2ccc(OC)cc2N1S(=O)(=O)C(F)(F)F (stereo not given) | -7.3 | . | . | 78.5%[activator] | -2.0 | -4.7% | .
CCCCC(=O)Nc1cccc2c1C(=O)N(c1ccccc1)C2=O | -8.6 | -5.3% | 0.928µM* | 11.8% | -0.6 | 1.7% | 3.4%
CC(C(=O)N1CCOCCOCCOCC1)N1C(=O)c2ccccc2C1=O (stereo not given) | -7.2 | 1.8% | -21.7% | 0.7% | -1.0 | 2.8% | 5.9%
O=C(O)c1ccc(NS(=O)(=O)c2ccc3nnn(O)c3c2)cc1 | -20.8 | 9.7% | . | -8.9% | -1.5 | -6.5% | 17.2%
CC1CCCCC1NC(=O)C1CCN(S(=O)(=O)c2cccc3nonc23)CC1 (stereo not given) | 13.6 | -0.6% | ? | -20.9% | -2.6 | -6.4% | 14.2%
O=C(/C(Br)=C/Nc1cc(Cl)ccc1Cl)C(F)(F)F | 9.1 | -1.4% | 26.7% | -23.9% | 10.1 | -8.2% | 9.9%
CN(CC(=O)NCC1CCCO1)S(=O)(=O)c1cc(Cl)ccc1Cl (stereo not given) | -21.9 | 8.7% | -13.7% | -7.8% | -5.3 | 5.3% | .
O=C(NCC1CCCO1)c1cc([N+](=O)[O-])ccc1Cl (stereo not given) | 7.2 | 8.9% | -12.1% | -4.2% | -4.3 | -2.1% | 5.2%
Cc1ccc(S(=O)(=O)NCCOc2cc(C)ccc2C)cc1 | -5.2 | -1.0% | ? | -7.7% | 1.6 | 4.9% | 4.8%
CCc1cc(C(=O)N2CCCC(CNS(=O)(=O)c3cccs3)C2)n(C)n1 (stereo not given) | 15.8 | 3.5% | -1.3% | 36.9% | 7.3 | 0.8% | 30.7%[activator]
O=C(NCc1ccco1)c1ccc2c(=O)n(CC3CCCO3)c(=S)[nH]c2c1 (stereo not given) | 13.4 | -0.1% | 9.8% | -31.2% | -2.1 | -8.2% | -12.6%
Cc1nc2ccccc2c(=O)n1NC(=O)Nc1ccccc1 | -5.7 | -3.3% | . | -8.6% | 1.0 | -3.4% | 3.4%
CC(C)OP(=O)(OC(C)C)C(Nc1ccccc1)c1cccc([N+](=O)[O-])c1 (stereo not given) | -1.0 | 4.6% | -20.8% | 109.8%[activator] | -1.8 | -8.5% | 0.0%
Cn1nc(-c2ccccc2)c(-c2nc(-c3ccc(Cl)cc3)no2)c1Cl | -16.0 | -8.6% | 13.6% | 0.8% | 7.2 | 3.9% | .
CCOc1cc(C)c(Cl)cc1S(=O)(=O)N(CC)CC | -19.1 | -9.0% | 0.3% | 5.7% | -2.1 | 3.9% | -12.3%
COc1ccc(C(=O)CN2C3=NCCCN3c3ccccc32)cc1OC | -11.9 | 2.1% | -23.7% | -59.7% | -3.1 | -4.6% | 5.0%
CCOC(=O)c1nn(-c2ccc(C)cc2)c(=O)cc1OCC(=O)Nc1cccc(OC)c1 | . | . | 41.0%[activator] | -7.1% | . | -3.1% | -4.7%
Cc1ccc(N(CC(=O)N2CCN(c3ccc(F)cc3)CC2)S(=O)(=O)c2c(C)nn(C)c2C)cc1 | -18.5 | 16.7% | ? | 17.9% | -2.7 | -4.4% | .
Cc1ccc2oc(=O)n(CCCOc3ccccc3)c2c1 | 103.6* | 3.2% | 79.7%[activator] | 7.7% | 34.9* | -12.3% | 45.9%[activator]
Cc1ccc(NC(=S)NCc2ccc3c(c2)OCO3)cc1C | -6.5 | 1.9% | -14.2% | -30.3% | 13.0 | -6.4% | -1.6%
CCOC(=O)Cn1cc(C(=O)OC)c2ccccc21 | 7.9 | 0.9% | -3.8%[5.75 µM] | -5.2% | -1.8 | 7.1% | 46.2%[activator]
O=C(Nc1ccccc1)c1cc(S(=O)(=O)Nc2cccnc2)ccc1Cl | -11.4 | -4.4% | 4.7% | -24.4% | 1.0 | -5.0% | 5.1%
CC(C)c1ccc(/C=C/C(=O)N2CCCCCC2)cc1 | 31.0 | -2.9% | 101.5%[activator] | 29.9% | 21.3* | 8.2% | 77.2%[activator]
CC(C)(C)c1ccc(C(=O)Nn2cnnc2)cc1 | -6.4 | -0.3% | -27.0% | -11.7% | -1.7 | -1.4% | 10.5%
COc1ccc(NC(=O)Cn2ccc3c(OC)cccc3c2=O)cc1 | 3.4 | 7.5% | 6.5% | -7.3% | 1.5 | 1.6% | 0.8%
CCN(CC)C(=O)C(=O)c1cn(CC(=O)NCc2ccc3c(c2)OCO3)c2ccccc12 | -11.5 | 1.2% | 30.1%[activator] | 39.2% | -2.0 | -9.7% | -17.1%
CC(=O)c1ccc(N2CCN(S(=O)(=O)c3csc(C(N)=O)c3)CC2)cc1 | 32.2 | -4.1% | 15.6% | -3.7% | 2.5 | -2.7% | ?
COc1ccc(CN(CC2CCCO2)S(=O)(=O)c2ccc(-n3cnnn3)c(OC)c2)cc1 (stereo not given) | -6.5 | 6.1% | -1.1% | 118.4%[activator] | -2.7 | -1.7% | -13.7%
Cc1ccccc1CSc1nnc(C)n1N | -0.6 | -10.0% | ? | -13.0% | -3.0 | 6.9% | -6.6%

Quoted from the listing.
`CCOC(=O)Cn1cc(C(=O)OC)c2ccccc21` @ AmpC inh no detg: -5.2%
`O=C(/C(Br)=C/Nc1cc(Cl)ccc1Cl)C(F)(F)F` @ LmPK inh: -1.4%

Additional compounds
SMILES | Shiga toxin inh | LmPK inh | Pf growth 96h | AmpC inh no detg | CHX counter | Tb PYK inh | Pf growth 48h
Cc1cc(Cl)ccc1OCCCC(=O)NNC(=O)c1ccncc1 | . | . | ? | -9.1% | . | 0.9% | -11.5%
CCN1CCN(Cc2ccc(NC(=O)Nc3ccc(SC)cc3)cc2)CC1 | 57.6* | -1.0% | . | 0.6% | 43.8* | 1.1% | 1.65µM*
N#CCCN1CCN(S(=O)(=O)c2ccc(S(=O)(=O)N3CCOCC3)cc2)CC1 | 5.7 | 2.8% | 20.2% | -9.3% | -2.8 | -2.5% | 40.2%[activator]
COC(=O)[C@@H]1CCCN1Cc1nc(Cc2ccccc2F)no1 | -3.3 | 3.2% | -15.1% | 43.0% | 1.8 | -3.8% | 7.7%
O=[N+]([O-])c1ccc(S(=O)(=O)Nc2ccc(-c3ccc(N4CCCC4)nn3)cc2)cc1 | . | . | ? | -33.7% | . | -9.6% | ?
CCSc1ncc(C#N)c(N)n1 | -2.6 | -17.0% | -0.4% | -2.4% | -5.9 | -3.3% | .
CCn1ncc(/C=N/N=C2\CCC3C4CCc5cc(O)ccc5C4CCC23C)c1C (stereo not given) | -1.6 | 9.0% | 1.65µM* | 58.1% | 4.5 | -19.9% | .
C=CCOc1c(Br)cc(C2C3=C(CCCC3=O)N(C)C3=C2C(=O)CCC3)cc1OCC | 6.9 | -0.4% | 46.9%[activator] | 150.4%[activator] | -2.7 | -3.0% | ?
C=CCCCCCCCCC(=O)Nc1ncccn1 | -7.2 | 2.4% | 20.5% | -10.5% | -1.1 | ? | 5.6%
CS(=O)(=O)N1CCCC(C(=O)N2CCOCC2)C1 (stereo not given) | -2.0 | -0.3% | 58.9%[activator] | -10.5% | -2.1 | 1.0% | 11.2%

Record cards, as listed above. Order of values: Shiga toxin inh, LmPK inh, Pf growth 96h, AmpC inh no detg, CHX counter, Tb PYK inh, Pf growth 48h
Cc1cc(Cl)ccc1OCCCC(=O)NNC(=O)c1ccncc1 across the screens: ., ., ?, -9.1%, ., 0.9%, -11.5%
CCc1cc(C(=O)N2CCCC(CNS(=O)(=O)c3cccs3)C2)n(C)n1 (stereo not given) across the screens: 15.8, 3.5%, -1.3%, 36.9%, 7.3, 0.8%, 30.7%[activator]

Next results follow.
SMILES | Shiga toxin inh | LmPK inh | Pf growth 96h | AmpC inh no detg | CHX counter | Tb PYK inh | Pf growth 48h
CCc1nnc(NC(=O)CSc2ccc(-c3ccc(C)cc3)nn2)s1 | 46.2 | 2.7% | 53.0%[activator] | -5.8% | 27.7 | -5.0% | 17.3%
CC1CCCN(C(=O)CCNS(=O)(=O)c2ccc(Br)cc2)C1 (stereo not given) | . | . | 29.6% | 3.2% | . | -2.4% | 3.6%
Cc1ccc(CC2CC(=O)N(CCc3ccc4c(c3)OCO4)C2=O)cc1 (stereo not given) | 29.5 | 2.1% | 6.0% | 9.3% | -2.0 | 1.2% | 4.4%
Cc1ccc(C(=O)NCc2cccnc2)cc1S(=O)(=O)Nc1ccccc1 | 7.5 | 2.8% | -0.4% | -14.4% | 0.9 | -3.6% | -6.5%
O=C(Nc1nc2ccccc2[nH]1)c1ccccc1[N+](=O)[O-] | 51.1* | -3.1% | 64.6%[activator] | -8.0%[11.4 µM] | 35.5* | 4.5% | 145.3%[activator]
Cc1cc(C(=O)Nc2ccc3c(c2)OCCO3)ccc1[N+](=O)[O-] | . | -11.0% | 38.8%[activator] | -22.0% | 26.9* | 2.6% | 260.1%[activator]
CCOC(=O)N1CCN(C(=O)COC(=O)c2ccc(O)cc2O)CC1 | -3.1 | 2.6% | -0.2% | -10.1% | -0.6 | 6.8% | 3.7%
CC(N=c1ccccn1C(=O)Nc1ccc(Cl)cc1)c1ccco1 (stereo not given) | 65.1* | 6.8% | . | -23.5% | 48.7* | -3.3% | ?

Screens (PubChem)
